# From PubChem
# 14-3-3 PPI – modulators of 14-3-3 gamma protein binding, primary screen, biochemical, fluorescence polarization; 14-3-3 protein gamma (Homo sapiens), P61981; FP, 14-3-3gamma / TMR-pS259-Raf peptide binding; inhibition, % at 40 µM; 160,000 compounds, 0.19% hits; AID 422, 2006; in the data active = inhibition above about 30%;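 also: 0% = protein plus tracer without compound and 100% = blank with tracer alone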
# Target sequence (P61981 whole entry, looked up): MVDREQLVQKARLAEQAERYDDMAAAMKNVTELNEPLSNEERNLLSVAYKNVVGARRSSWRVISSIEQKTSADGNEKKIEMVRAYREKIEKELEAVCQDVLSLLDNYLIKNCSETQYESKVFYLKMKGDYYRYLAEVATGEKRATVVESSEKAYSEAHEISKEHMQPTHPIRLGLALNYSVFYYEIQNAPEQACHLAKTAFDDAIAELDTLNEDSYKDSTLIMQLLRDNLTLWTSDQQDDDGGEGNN
# * = called active by the depositor; & = joins results of further samples. Some of the compounds tested. The share of hits here may be higher or lower than overall.
smiles,14-3-3 PPI
O=C(CSc1ccc2c(c1)OCCO2)NCC1CCCO1 (stereo not drawn),-2
NS(=O)(=O)c1ccc(NS(=O)(=O)c2ccc(Br)cc2)cc1,11
CS(=O)(=O)NC1CCN(Cc2ccccc2)CC1,-1
Cc1ccc(-c2nc(C3CCN(S(C)(=O)=O)CC3)no2)cc1,-4
CCOc1ccccc1C1NC(=O)NC(C)=C1C(=O)OCCSCC (stereo not drawn),-3
CCC(Sc1nc2ccccc2c(=O)n1CC1CCCO1)C(=O)N1CCOCC1 (stereo not drawn),-1
O=c1c2cc3c(cc2[nH]c(=S)n1CCN1CCOCC1)OCO3,3&-1
CCOC(=O)C1CCN(C(=O)Cn2cc(C(=O)c3ccco3)c3ccccc32)CC1,3
O=C(NC1CCCc2ccccc21)C(NS(=O)(=O)c1ccc(Br)s1)c1ccccc1 (stereo not drawn),-29
CCOC(=O)C1=C(CSc2nncn2C)NC(=O)NC1c1cc(OCC)ccc1OCC (stereo not drawn),2
Cc1ccc(NC(=O)c2cccc(N3C(=O)CCC3=O)c2)c(C(=O)c2ccccc2)c1,3
CC(c1cccs1)N(Cc1ccco1)C(=O)Nc1ccccc1 (stereo not drawn),-2
CCCCC(=O)Nc1c2c(nn1C(C)(C)C)CS(=O)C2 (stereo not drawn),-2
Cc1cc(N2CCN(C)CC2)nc2ccc(NC(=O)CCC3CCCC3)cc12,-32
COc1ccc(C2C(C(=O)OCC(=O)N3CCCCC3)CCC(=O)N2c2ccc(OC)cc2)cc1 (stereo not drawn),-8
CCN(CC)S(=O)(=O)c1ccc(Nc2nc3ccccc3n3nnnc23)cc1,-10
Cc1ccc(OC(=O)c2cc(S(=O)(=O)N3CCOCC3)ccc2Cl)cc1C,-20
O=S(=O)(NCC1CCCO1)c1ccc(S(=O)(=O)N2CCc3ccccc3C2)cc1 (stereo not drawn),-11
Clc1ccc(SCc2cn3cccnc3n2)cc1,-21
Cc1ccc(C(c2ccc(C)o2)c2cc(Br)cc([N+](=O)[O-])c2O)o1,-4
O=S(=O)(Nc1ccc(S(=O)(=O)N2CCOCC2)cc1)c1ccccc1,-6
CC(NC(=O)C1CCC(Cn2c(=O)[nH]c3ccsc3c2=O)CC1)c1ccccc1 (stereo not drawn),-8
COc1ccc(S(=O)(=O)N2CCN(Cc3cccc4ccccc34)CC2)cc1,1
Cc1ccc(S(=O)(=O)Nc2nsc(N)n2)cc1,-5
COc1ccc(NS(=O)(=O)c2ccc(N=Cc3c(O)ccc4ccccc34)cc2)nn1,9

# Taken from above.
# 14-3-3 PPI result of O=S(=O)(NCC1CCCO1)c1ccc(S(=O)(=O)N2CCc3ccccc3C2)cc1 (stereo not drawn) is entered as -11
# 14-3-3 PPI result of CS(=O)(=O)NC1CCN(Cc2ccccc2)CC1 is entered as -1

# The main list resumes with the six entries that preceded the break.
smiles,14-3-3 PPI
Cc1ccc(C(c2ccc(C)o2)c2cc(Br)cc([N+](=O)[O-])c2O)o1,-4
O=S(=O)(Nc1ccc(S(=O)(=O)N2CCOCC2)cc1)c1ccccc1,-6
CC(NC(=O)C1CCC(Cn2c(=O)[nH]c3ccsc3c2=O)CC1)c1ccccc1 (stereo not drawn),-8
COc1ccc(S(=O)(=O)N2CCN(Cc3cccc4ccccc34)CC2)cc1,1
Cc1ccc(S(=O)(=O)Nc2nsc(N)n2)cc1,-5
COc1ccc(NS(=O)(=O)c2ccc(N=Cc3c(O)ccc4ccccc34)cc2)nn1,9
O=C(NC1CCCCCCC1)c1cc(=O)[nH]c2ccc(S(=O)(=O)N3CCCCCC3)cc12,-3
O=C(CCn1nc(-c2ccc(Cl)cc2)ccc1=O)NCC1CCCO1 (stereo not drawn),-21
N#Cc1nc(COc2ccccc2Cl)oc1N1CCC(C(N)=O)CC1,3
Cc1nc(N2CCCCC2)c2c(C)c(C(=O)Nc3cc(F)ccc3C)sc2n1,4
Cn1c(SCc2nc3ccc([N+](=O)[O-])cc3[nH]2)nc2ccccc21,-11
O=C(CN1C(=O)CSc2ccc(S(=O)(=O)N3CCCCCC3)cc21)NC1CCCCCC1,-2
COCCN1C(=O)c2ccccc2C(C(=O)N2CCN(c3ccc(OC)cc3)CC2)C1c1cn(C)c2ccccc12 (stereo not drawn),2
O=C(Cn1cnc([N+](=O)[O-])c1)c1ccccc1,-13
O=C(CSCC(=O)NCc1ccco1)NCc1ccco1,-3
O=C(Nc1ccccc1I)c1cccc(C(=O)Nc2ccccc2I)c1,-1
Cc1cccc(NC(=O)C2CC(=O)NC(=Nc3ccccc3)S2)c1 (stereo not drawn),-1
CCOc1ccc(C2C(C(=O)OC)=C(C)NC3=C2C(=O)CC(C)(C)C3)cc1OC (stereo not drawn),0
O=C(NCCCN1CCCCCC1)c1cc2c(=O)[nH]c3ccccc3c2s1,-78
C1=C(c2ccc(-c3ccccc3)cc2)Nc2ncnn2C1c1ccco1 (stereo not drawn),-9
CCOC(=O)N1CCC(NC(=O)CCc2c(C)nc3nc(C)nn3c2C)CC1,-2
COCCN(C(=O)CNC(=O)c1cccs1)C(C(=O)NC1CCCC1)c1cccs1 (stereo not drawn),-7
COc1ccc(OC)c(C2Nc3ccc4ncccc4c3C3=C2C(=O)CC(C)(C)C3)c1 (stereo not drawn),-12
Cc1ccc(CCNC(=O)CCn2c(=S)[nH]c3ccsc3c2=O)cc1,-6
CC(=O)Nc1ccc(NC(=O)Cc2cccs2)cc1,-76
Cc1noc(C)c1COC(=O)c1ccccc1NC(=O)Cc1ccccc1,0
CCOC(=O)C1NN=C(C(=O)c2ccc(OC)cc2)C1c1ccccc1 (stereo not drawn),-3
Clc1ccccc1-c1nnn(Cc2ccc(-c3nn[nH]n3)cc2)n1,-5
COc1ccc(C2(CNC(=O)C(c3ccccc3)c3ccccc3)CCOCC2)cc1,21
COc1ccc(Br)cc1/C=c1\sc2nc(-c3ccco3)nn2c1=O,-30
Cc1cc(C)n2c(SCc3cccs3)nnc2n1,2
Cc1cccc(NC2SC(=O)NC2=O)c1 (stereo not drawn),-8
CC1(C)CC(=O)C(CC(=O)Nc2ccc(S(N)(=O)=O)cc2)=C(O)C1,-2
CC1CCCCC1NC(=O)C1(O)c2ccccc2NC(=O)N1c1ccc(Cl)cc1 (stereo not drawn),-1
CC(=O)Nc1cc(C(=O)NCc2ccco2)ccc1Sc1ccc(Cl)cc1,-9
CCOC(=O)C1CCCN(C(=O)c2cnn3c(C)c(Cc4c(C)cc(C)cc4C)c(C)nc23)C1 (stereo not drawn),-4
O=C(CSc1nnc(COc2ccccc2)o1)N1CCOCC1,1
O=C(NCc1cccc(Cl)c1)c1ccc(N2CC3CC(C2)c2cccc(=O)n2C3)c([N+](=O)[O-])c1 (stereo not drawn),-3
COc1ccc(Nc2nc(-c3c(C)nc4ccccn34)cs2)cc1,0
Nc1ccccc1C(=O)OCC(=O)c1ccccc1,-6
CC1=CCC2C(=O)N(c3ccc(Oc4cccc(C)c4C)cc3)C(=O)C2C1 (stereo not drawn),-6
CCCc1[nH]nc2c1C(c1ccc(OC)c(Cn3nc(C)c(Br)c3C)c1)C(C#N)=C(N)O2 (stereo not drawn),1
O=C(Nc1ccc2c(c1)OCCOCCOCCOCCO2)Nc1ccc2c(c1)OCCOCCOCCOCCO2,-3
CCOc1ccc2nc(NC(=O)C3CCN(S(=O)(=O)c4cnc[nH]4)CC3)sc2c1,-7
CCC1CCCCN1Cc1nc2c(c(=O)n(C)c(=O)n2C)n1Cc1cccc2ccccc12 (stereo not drawn),-3
CSCCOC(=O)C1=C(C)NC(=O)NC1c1ccccc1F (stereo not drawn),-7
Cc1sc2nc(Cc3ccccc3)n(Cc3ccccc3Cl)c(=O)c2c1C,8
O=C(NC1CCCCC1)c1cc(S(=O)(=O)N2CCOCC2)ccc1Sc1ccc(Br)cc1,3
COc1ccc(NC(=O)CC(NCCc2ccccc2)C(=O)O)c(OC)c1 (stereo not drawn),-3
Cc1ccccc1C(=O)c1cccn1CC(=O)NCC1CCCO1 (stereo not drawn),-12
CCOc1ccc(-c2csc3nc(-c4ccc(F)cc4)oc(=O)c23)cc1,-15
CCc1ccc(C2=CC(c3ccc(OC)c(OC)c3)n3nnnc3N2)cc1 (stereo not drawn),-6
Cc1ccc(C(=O)Nc2ccc(Br)cc2)cc1S(=O)(=O)Nc1ccccn1,-5
O=C(Nc1ccc2c(c1)OCCO2)c1cc2c(=O)oc3ccccc3c2s1,-2
N#Cc1c(-c2ccc(Cl)cc2)cc(C2CC2)nc1SCC(=O)O,3
CCOc1cccc(C2CC(c3ccc4c(c3)OCO4)=NC(c3ccc(OC)c(Br)c3)N2)c1O (stereo not drawn),-10

# Later entries
smiles,14-3-3 PPI
CCOc1cc(C2C(C(=O)N3CCOCC3)=C(C)NC3=C2C(=O)CC(C)(C)C3)cc(Br)c1OC (stereo not drawn),-9
CCOC(=O)c1c(NC(=O)C(C(C)C)N2C(=O)c3ccccc3C2=O)sc2c1CCC2 (stereo not drawn),-18
CCCOc1cccc(C(=O)Nc2c(C)ccc3nsnc23)c1,-24
CCC(C)Sc1nc2c(c(=O)n1-c1ccc(C)cc1)SCC2 (stereo not drawn),-11
Fc1ccc(C2C3=C(Nc4ncnn42)c2ccccc2OC3c2ccccc2)cc1 (stereo not drawn),-2
COc1ccc2[nH]c(=O)c(C(c3nnnn3C3CCCCC3)N3CCN(C)CC3)cc2c1 (stereo not drawn),9
CN(C)CCCN1C(=O)C(=O)/C(=C(/O)c2ccc(Cl)cc2)C1c1ccco1 (stereo not drawn),-13
COc1ccccc1N1CCN(C(=O)c2ccc(CN3CCc4ccccc4C3)cc2)CC1,-2
O=C1NC(=S)C(=Cc2ccc(OCc3ccc(F)cc3)c(Br)c2)N1,-7
COc1cc2c(cc1OC)C(COc1cc(C)cc(C)c1)N(C(=O)c1ccccc1F)CC2 (stereo not drawn),-10
O=c1c2ccc(Cl)cc2[nH]c(=S)n1Cc1ccccn1,-3
CCN(CC)c1ccc(NC(=O)c2cccc(C)c2OC)c(C)c1,7
O=C(OCCNc1nc(-c2ccccc2)nc2ccccc12)c1cccnc1,-11
O=C(NCCSc1ccccc1)c1ccccc1,-10
COc1ccccc1OCC(=O)NC1CCCCCC1,1
COC(=O)C(C)Oc1cc2oc(=O)c3c(c2cc1Cl)CCCC3 (stereo not drawn),-16
CCCCC1CCC(c2nn(CC(=O)O)c(=N)s2)CC1 (stereo not drawn),-23
CCCc1cc(=O)[nH]c(SCC(=O)Nc2ccc(OC(F)F)cc2)n1,-10
COc1cc(OC)cc(C(=O)Nc2ccc(Cl)c(-c3nc4ccc(C)cc4o3)c2)c1,-143
CCCOc1ccc(C2C3=C(CC(C)(C)CC3=O)N(CC(=O)O)C3=C2C(=O)CC(C)(C)C3)cc1OCC,5
CCOc1ccccc1NC(=O)c1ccc(F)c(S(=O)(=O)N(CC)c2cccc(C)c2)c1,5
COCCn1c(SCC(=O)N2CCOCC2)nc2c(c1=O)SC(C)C2 (stereo not drawn),1
C=C(C)COc1ccc2c3c(c(=O)oc2c1OCC(=C)C)CCCC3,-6
O=C(Cn1nc(C(F)(F)F)c2c1CCC2)Nc1cccnc1Cl,10
Cc1ccc(S(=O)(=O)N(Cc2ccccc2)c2ccccc2C(=O)NCc2ccco2)cc1,-7

# Shown with values ahead of the structure: 7 of the compounds above
14-3-3 PPI | SMILES
3 | N#Cc1nc(COc2ccccc2Cl)oc1N1CCC(C(N)=O)CC1
4 | Cc1nc(N2CCCCC2)c2c(C)c(C(=O)Nc3cc(F)ccc3C)sc2n1
-11 | Cn1c(SCc2nc3ccc([N+](=O)[O-])cc3[nH]2)nc2ccccc21
-2 | O=C(CN1C(=O)CSc2ccc(S(=O)(=O)N3CCCCCC3)cc21)NC1CCCCCC1
2 | COCCN1C(=O)c2ccccc2C(C(=O)N2CCN(c3ccc(OC)cc3)CC2)C1c1cn(C)c2ccccc12 (stereo not drawn)
-13 | O=C(Cn1cnc([N+](=O)[O-])c1)c1ccccc1
-3 | O=C(CSCC(=O)NCc1ccco1)NCc1ccco1

# (next part)
smiles,14-3-3 PPI
CCCC(=O)Nc1sc2c(c1C#N)CCCC2,0
CC(OC(=O)CCc1nc2ccccc2[nH]c1=O)C(=O)c1ccccc1 (stereo not drawn),-13
Cc1cc2oc(=O)cc(C)c2cc1[N+](=O)[O-],-3
COc1ccc(OC)c(NC(=O)CCN2CCN(c3ccccc3)CC2)c1,-3
O=C(Cn1c(=O)sc2ccccc21)N1CCOCC1,4
CC(C)(C)C1CCc2c(sc(NC(=O)c3cnn4c3NC(c3ccco3)CC4C(F)(F)F)c2C#N)C1 (stereo not drawn),-285
Cc1cccc(N2CCN(C(=O)n3ccnc3)CC2)c1C,-74
CC(C)(C)NC(=O)CN(C(=O)c1ccc(CN2CCOCC2)o1)c1ccc2c(c1)OCCO2,-7
CCN(CC)CCCN1C(=O)C(O)=C(C(=O)c2ccc(C)o2)C1c1ccc(C)o1 (stereo not drawn),4
Cc1ccc(CNC(=O)c2ccc(N3CC4CC(C3)c3cccc(=O)n3C4)c(NS(=O)(=O)c3ccc(F)cc3)c2)cc1 (stereo not drawn),-7
C=C(C)CSc1nc(N)c(C#N)c(-c2ccc(C)cc2)c1C#N,-2
CCCCn1c(SCC(=O)Nc2ccc(OC)cc2)nc2ncccc2c1=O,3
CCOC(=O)c1cc(-c2ccccc2)sc1NC(=O)c1ccc(Br)cc1,0
Cc1cc(NC(=O)c2ccccc2Cl)ccc1NC(=O)c1ccccc1,15
CCOC(=O)c1c(-c2cccc(C)c2)csc1NC(=O)C1CC=CCC1C(=O)O (stereo not drawn),-14
N#Cc1ccc(CSc2ncccn2)cc1,-11
